Source: PubChem BioAssay
HePTP inh: human HePTP phosphatase inhibition. P35236. recombinant HePTP phosphatase activity, OD absorbance. inhibition, % at 20 µM. 110,000 tested, 0.64% active; in the data active = inhibition above about 50%;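 also: plate controls were vehicle for no effect and reference inhibitor for full effect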
BAP1 inh: human BAP1 deubiquitinase inhibition | Q92560 | recombinant BAP1, Ub-AMC hydrolysis fluorescence kinetic; hits give low values | activity remaining (% of control), % at 20 µM | 72,000 tested, 0.48% active | AID 436;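 active = activity remaining at or below 50% of control, provided the compound also passes the data quality filters; inactive = the rest, including low values that fail the filters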;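 also: 100% = DMSO wells rate and 0% = substrate alone blank rate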
Target sequence (Q92560 whole entry, looked up): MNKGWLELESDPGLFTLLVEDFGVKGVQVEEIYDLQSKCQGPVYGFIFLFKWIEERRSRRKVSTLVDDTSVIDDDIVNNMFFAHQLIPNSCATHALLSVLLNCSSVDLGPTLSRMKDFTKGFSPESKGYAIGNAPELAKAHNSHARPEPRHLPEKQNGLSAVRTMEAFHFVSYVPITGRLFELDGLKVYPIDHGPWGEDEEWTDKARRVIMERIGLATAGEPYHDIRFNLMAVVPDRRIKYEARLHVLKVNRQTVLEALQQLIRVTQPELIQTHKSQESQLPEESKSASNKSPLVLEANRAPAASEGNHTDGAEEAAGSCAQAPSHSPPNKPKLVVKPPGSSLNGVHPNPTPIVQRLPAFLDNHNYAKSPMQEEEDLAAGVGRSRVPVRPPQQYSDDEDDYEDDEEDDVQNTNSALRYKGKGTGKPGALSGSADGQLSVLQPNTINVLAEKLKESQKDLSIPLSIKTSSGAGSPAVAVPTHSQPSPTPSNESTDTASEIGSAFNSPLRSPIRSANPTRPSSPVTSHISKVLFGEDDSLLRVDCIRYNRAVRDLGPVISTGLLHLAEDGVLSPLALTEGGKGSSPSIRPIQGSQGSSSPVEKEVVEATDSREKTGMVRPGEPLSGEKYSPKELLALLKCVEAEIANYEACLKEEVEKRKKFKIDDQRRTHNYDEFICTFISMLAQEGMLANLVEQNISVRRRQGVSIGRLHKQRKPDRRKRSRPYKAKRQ
* marks the source's active call; other numbers are inactive results; i = inactive; nt = not tested or not shown; & = joins results of further samples.

HePTP inh,BAP1 inh,Compound
-7,110,CCN(CC)C(=O)c1sc2nc(-c3ccc(OC)cc3)cn2c1C
2,91,COCCNC(=O)Cn1nc(C)c2ccccc2c1=O
-13&3,nt,CCOC(=O)c1c(C)[nH]c2cc(Br)c(OC)cc12
10,nt,COC(=O)c1cc(-c2cccc(N)c2)nc2ccccc12
-9,nt,COc1cc(/C=C2\NC(=S)NC2=O)ccc1OCc1c(C)no[n+]1[O-]
13,88,CCn1c(C(C#N)/C(=N\S(=O)(=O)c2cccs2)c2ccccc2)nc2ccccc21 (centres undefined)
7,nt,O=C1N=c2ccccc2=C1c1sc(=S)n(-c2ccc(F)cc2)c1O
12,121,CN1CC=C2C(C#N)=C(N)C(C#N)(C#N)C(CCc3ccccc3)C2C1 (centres undefined)
4,nt,CC(=O)Oc1ccc(/C=N/NS(=O)(=O)c2ccccc2)cc1
-18,90,O=C(O)c1ccc2c(c1)C(c1ccccc1)OC2=O (centres undefined)
-4&2,93,CC1(C)CC(=O)C=C(NCc2cccnc2)C1
8,107,CC(Oc1ccccc1)C(=O)NC1CC(C)(C)NC(C)(C)C1 (centres undefined)
-2,nt,CCCCSc1nnc2c(n1)OC1(Nc3ccccc3-2)C(=O)Nc2ccc(Br)cc21 (centres undefined)
-5,nt,Cc1ccc(S(=O)(=O)Nc2c(C)n(C)n(-c3ccccc3)c2=O)cc1[N+](=O)[O-]
1,nt,O=C(N=Nc1c(O)n(CN2CCCC2)c2ccc(Br)cc12)c1ccncc1
4,68,O=c1oc(-c2cccs2)nc2sc3c(c12)CCC3
47,nt,O=C(Nc1cccc(-c2cn3ccccc3n2)c1)c1ccc(Br)cc1
-13,nt,O=C(CN1CCCCC1)Nc1c(-c2ccccc2)c2cc(Br)ccc2[nH]c1=O
-5,nt,O=C1CCCCCC1CN1CCCCC1 (centres undefined)
-1,65,O=C(NCc1ccccc1)N1CCC(n2cnc3cc(F)ccc32)CC1
-26,nt,CCN(CC)CCSc1nc(O)c(C(C)C)c(=O)n1-c1ccccc1
2,nt,CN1CCN(Cn2c(O)c(N=NC(=O)c3ccccc3Cl)c3ccccc32)CC1
2,56,CC1CN(C(=O)c2cccs2)CC(C)O1 (centres undefined)
-4,nt,COc1ccc(OCC(=O)Nc2ccc(S(=O)(=O)Nc3cc(C)nc(C)n3)cc2)cc1
nt,64,COc1cc2c(C)nc(-c3ccccc3)c(-c3ccccc3)c2cc1OC
8,102,Cc1nnc2c(-c3ccccc3)nc3ccccc3n12
-1,105,COC(=O)c1ccc(NC(=O)CSc2nncn2C)cc1
4,nt,Cc1ccc(S(=O)(=O)Nc2ccccc2I)cc1[N+](=O)[O-]
nt,72,Cc1ccc(S(=O)(=O)N2CCN(C(=O)c3ccc([N+](=O)[O-])cc3)C2)cc1
9,110,CCSc1nnc(-c2ccccc2NC(=O)CC)c(=O)[nH]1

The final three records of the section above come first, to join the parts.
HePTP inh,BAP1 inh,Compound
4,nt,Cc1ccc(S(=O)(=O)Nc2ccccc2I)cc1[N+](=O)[O-]
nt,72,Cc1ccc(S(=O)(=O)N2CCN(C(=O)c3ccc([N+](=O)[O-])cc3)C2)cc1
9,110,CCSc1nnc(-c2ccccc2NC(=O)CC)c(=O)[nH]1
7,nt,O=C1/C(=C/c2ccc(Br)o2)Sc2ccccc21
5,101,COc1ccc(S(=O)(=O)N2CCCCCC2)cc1C(=O)OCc1c(C)noc1C
9,105,COc1ccc(S(=O)(=O)N2CCN(C3CCN(Cc4ccccc4)CC3)CC2)cc1
-6,147,COC(=O)c1cc(NC(=O)CN(c2ccc3c(c2)OCO3)S(C)(=O)=O)ccc1Cl
9,106,CC1CCN(C(=O)c2ccc(COc3ccccc3Cl)o2)CC1
3,nt,CCC(=O)NC(Nc1ccc(OC)cc1)(C(F)(F)F)C(F)(F)F
4,110,COc1ccc(S(=O)(=O)N2CCCN(CC(=O)C(C)(C)C)CC2)cc1
-8,67,CCOC(=O)c1ccc(NC(=O)NC(C)C2CCCO2)cc1 (centres undefined)
2,143,OCc1ccccc1OCCOc1ccc(Cl)c2cccnc12
-1,nt,CCc1sc(C(=O)NC)cc1Br
-4,78,CC1CCCC(NC(=O)C2CCN(S(=O)(=O)N3CCC4(CC3)OCCO4)CC2)C1C (centres undefined)
-2,91,CCOC(=O)C1CCN(C(=O)CSc2cc(=O)n(CC)c3ccccc23)CC1
6,nt,COC(=O)c1ccc(Nc2cc(C)nc(-c3ccccc3O)n2)cc1
-6,nt,O=C(Nc1ncc(Cc2cccc([N+](=O)[O-])c2)s1)c1sc2ccccc2c1Cl
2,98,COc1cccc(NS(=O)(=O)c2ccc3c(c2)n(C)c(=O)c(=O)n3C)c1
-1,nt,CCOC(=O)c1ccccc1NC(=O)c1cc(Cl)ccc1[N+](=O)[O-]
-2,nt,COc1ccc(C(=O)Nc2cc3nn(-c4ccc(C)cc4)nc3cc2C)cc1Cl
nt,122,Cc1ccc2nc(Nc3nc(C)c(C)c(=O)[nH]3)nc(C)c2c1
1,nt,COC(=O)C1=C(N)N(c2ccc(F)cc2)C2=C(C(=O)CCC2)C1c1ccc2c(c1)OCO2 (centres undefined)
7,nt,CCOC(=O)c1ccc(NC(=O)COc2ccc(OC)cc2)cc1
-8,nt,Cc1ccc(NC(=S)NC2CCCCC2)cc1
-2,123,Cc1cccc(Nc2nc(-c3ccccn3)cs2)n1
10,84,Cn1cc(C(=O)NCCN2CCN(c3cccc(Cl)c3)CC2)c2c3ccccc3n(C)c2c1=O
-1,70&191,C=CCSc1nc2c(c(=O)[nH]c(=O)n2C)n1Cc1ccc(C)cc1
7,nt,Cc1ccc(S(=O)(=O)Nc2cccc(-c3csc(-c4ccccc4)n3)c2)cc1[N+](=O)[O-]
0,nt,O=C(O)C1(P(=O)(c2ccc(Cl)cc2)c2ccc(Cl)cc2)CCCC1
22,114,COC(=O)c1ccc(NC(=O)CN2C(=O)CSC2=O)cc1
0,nt,O=C(COc1ccc2ccccc2c1)Nc1cc(Cl)cc(Cl)c1
-4,62,O=C(CC1(O)C(=O)Nc2ccccc21)c1ccc(-n2cccc2)cc1 (centres undefined)
2,i,C=CCn1c(N)c(C(=O)OCC(C)C)c2nc3ccccc3nc21

Reformatted as tab-separated lines: part of the list above
compound	HePTP inh	BAP1 inh
CCOC(=O)c1ccc(NC(=O)NC(C)C2CCCO2)cc1 (centres undefined)	-8	67
OCc1ccccc1OCCOc1ccc(Cl)c2cccnc12	2	143
CCc1sc(C(=O)NC)cc1Br	-1	nt
CC1CCCC(NC(=O)C2CCN(S(=O)(=O)N3CCC4(CC3)OCCO4)CC2)C1C (centres undefined)	-4	78

Whole records, quoted from the list. Order of screens: HePTP inh, BAP1 inh
`COc1cc2c(C)nc(-c3ccccc3)c(-c3ccccc3)c2cc1OC` across the screens: nt, 64
`COC(=O)c1cc(-c2cccc(N)c2)nc2ccccc12` across the screens: 10, nt
`OCc1ccccc1OCCOc1ccc(Cl)c2cccnc12` across the screens: 2, 143

(continued)
HePTP inh,BAP1 inh,Compound
0,64,CCOC(=O)c1sc2nc(CSc3nc4ccccc4n3CC)[nH]c(=O)c2c1C
10,98,Cc1ccc2cc(S(=O)(=O)NCCCC(=O)O)ccc2c1
5,114,CCSc1nnc(NC(=O)C2(C)Cc3ccccc3C(=O)O2)s1 (centres undefined)
5,96,CC(C)NC(=O)Cn1c(SCC(=O)N2CCCCCC2)nc2ccccc21
5,nt,CCC(C)NC(=O)c1c(-c2ccccc2Cl)noc1C (centres undefined)
-13,nt,O=[N+]([O-])c1cc(S(=O)(=O)Nc2ccc(Cl)cc2)ccc1Cl
2,89,Cc1cccc(NS(=O)(=O)c2cccc3cccnc23)n1
-3,nt,CCC(=O)Nc1ccc(NC(=O)/C=C/c2ccccc2)cc1
3,106,Cc1c(NC(=O)c2cc(-c3ccc4c(c3)OCO4)on2)c(=O)n(-c2ccccc2)n1C
10,nt,Oc1[nH]c2ccccc2c1N=Nc1nc(-c2ccccc2)c2cc(Cl)ccc2n1
nt,79,O=C(O)CCCC(=O)Nc1ccc(I)cc1
6,103,COc1ccc(Cc2nnc(NS(=O)(=O)Cc3ccccc3)s2)cc1
-4,nt,CS(=O)(=O)N1CCN(Cc2ccncc2)CC1
10,48*,COCC(=O)N(C)C1(c2nnnn2CCOC(=O)Nc2cccc3ccccc23)CCCC1
3,nt,Cc1cc(NS(=O)(=O)c2ccc(N/C=C/C(=O)c3cccs3)cc2)nc(C)n1
10,nt,CCOC(=O)c1ccc(NC(=O)CCCN2C(=O)/C(=C/c3ccc(OC)cc3)SC2=S)cc1
5,122,CN(CC(=O)N1CCc2ccccc21)S(=O)(=O)c1ccc(Cl)cc1
9,nt,O=C1c2cccc3c([N+](=O)[O-])ccc(c23)C(=O)N1Cc1cccnc1
6,nt,CC1CCCC(C)N1C(=O)c1nn2c(c1Cl)NC(c1ccc(Cl)cc1)CC2C(F)(F)F (centres undefined)
15,110,COc1ccc(OC)c(CN2CCN(C(=O)c3cccc4ccccc34)CC2)c1
24,nt,CCOC(=O)C1=C(c2ccccc2)N=c2s/c(=C\c3ccco3)c(=O)n2C1c1cccs1 (centres undefined)
-3,96,CN(C(=O)CSc1nc(-c2ccc(F)cc2)cs1)C1CCS(=O)(=O)C1 (centres undefined)
nt,162,CCOC(=O)c1cc(-c2ccccc2OC)no1
2,79,CCOc1ccccc1NC(=O)CSc1nnc(CNC(=O)c2ccco2)o1
4,nt,CCOC(=O)c1c(-c2ccccc2)oc2cc(Br)c(OC(C)C(=O)OC)cc12 (centres undefined)
6,85,CC(=O)OCCCN1C(=O)c2ccc(Br)cc2C1=O
0,nt,COc1ccccc1NC(=O)COc1ccc(C)c(C)c1
nt,106,CC(C)(C#N)Nc1ccccc1
2,105,CSc1nnc(-c2ccc(F)cc2)o1
14,106,CC(=O)NC(O)C(=O)c1ccccc1 (centres undefined)
10,nt,COc1cc2c(cc1OC)C(C(=O)Nc1ccccn1)C(c1cccnc1)N(C)C2=O (centres undefined)
0,90,CCOc1ccccc1-c1nn2c(Cc3ccccc3)nnc2s1
-6,nt,CC1(C)CC(=O)C2=C(C1)OC1=C(C(=O)CC(C)(C)C1)C2c1cn[nH]c1-c1ccccc1
-10,nt,Brc1ccc2ncnc(NCCN3CCOCC3)c2c1
0,nt,c1ccc(Nc2ccc3ccccc3n2)nc1
-9,93,O=C(CCc1ccccc1)Nc1ccncc1
-22,nt,COc1cc(Oc2ccc(C(C)C)cc2C)nc(N)n1
-1,111,O=C(O)c1ccccc1NS(=O)(=O)c1ccccc1C(F)(F)F
-10,99,CN(C(=O)c1cccc(C#N)c1)c1nnc(C2CCOC2)s1 (centres undefined)
11,119,CCCn1nnc(NC(=O)c2ccccc2Br)n1
-6,nt,CCc1ccccc1NC(=O)/C(=C/c1ccccc1)c1ccccc1
-4,105,CCN(CC)CC(C)CNC(=O)CC(C(=O)N1CCc2ccccc21)n1ccnc1 (centres undefined)
6,106,Clc1ccc(Oc2cccc(/C=N/n3cnnc3)c2)cc1
2,nt,Cc1ccc2nc(/C(C#N)=C\c3ccc([N+](=O)[O-])o3)[nH]c2c1
2,nt,COc1ccc(N(CC(=O)Nc2ccccc2Br)S(C)(=O)=O)c(OC)c1
-2,nt,Cc1ccc(OCCCc2c(C)n[nH]c2C)c(C)c1
16,100,CCOc1ccc(Nc2nc(Cc3nnc(SCC(N)=O)o3)cs2)cc1
-3,nt,O=C(Nc1cccc(Cl)c1)c1ccc(NC(=O)c2cccs2)cc1
7,nt,CCOC(=O)C1=NNC2C(=O)N(c3ccc(F)cc3)C(=O)C12 (centres undefined)
nt,68,CC1=C(C(=O)OCc2ccco2)C(c2cc3c(cc2Br)OCO3)NC(=O)N1 (centres undefined)
2,nt,CCOC(=O)c1ccc2c(c1)C1C=CCC1C(c1cccc3ccccc13)N2 (centres undefined)
6,81,CCOC(=O)C1=C(C)NC(SCC(=O)O)=NC1c1ccccc1 (centres undefined)
0,115,COc1cc(C(C)=O)ccc1OCC(O)CN1CCN(S(=O)(=O)c2ccccc2)CC1 (centres undefined)
-15,97,Cc1c(Nc2ncnc3nc[nH]c23)c(=O)n(-c2ccccc2)n1C
-11,nt,O=c1c2cnn(-c3ccccc3)c2nc(Cc2ccccc2)n1Cc1ccccc1
9,nt,NC1=NC(=O)/C(=C/c2cc(Br)ccc2OCc2ccccc2)S1
-14,nt,O=C(O)CN(Cc1ccccc1)S(=O)(=O)c1ccccc1
-5,nt,CCOC(=O)c1c(NC(=O)c2ccc([N+](=O)[O-])cc2Cl)sc(C)c1C
0,nt,Cc1c(N=Cc2cccc(Cl)c2)cccc1[N+](=O)[O-]
-2,84,COc1ccccc1C1/C(=C(/O)c2ccc(Cl)cc2)C(=O)C(=O)N1CCN1CCOCC1 (centres undefined)

Next section:
HePTP inh,BAP1 inh,Compound
0,92,CCn1ncc(C2=NOC(C(=O)N3CCN(c4ccccc4)CC3)C2)c1C (centres undefined)
10,58,Cc1cc(C(=O)Nc2ccccn2)no1
-4,83,COc1ccc(C(=O)COC(=O)CCn2nnc(-c3cccs3)n2)cc1
-8,82,CCc1ccc(C2CC(c3ccc(C)cc3)n3nc(N)nc3N2)cc1 (centres undefined)
7,59,CCOC(=O)CC1=NS(=O)(=O)c2ccccc2N1
-10,nt,N#Cc1c(N)nc(SCC(=O)OCc2ccccc2)c(C#N)c1-c1ccco1
-2,94,CCOC(=O)C(C(=O)OCC)=C1OC(=O)c2ccccc21
-1,nt,COc1ccc(NC(=O)COc2ccc(C)cc2)cc1Cl
-3,80,C/C(=C1\SC(N2CCOCC2)=NC1=O)c1ccccc1
